Cav32 inh: human Cav3.2 channel inhibition, primary screen; B-score at 10 µM; Cav3.2-expressing cells, Fluo-4 calcium fluorescence FDSS; active compounds read low; AID 449739; O95180; hit rate 4% among 100,000;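 active = single-dose well whose peak fluorescence ratio is a statistical outlier from its plate by either plate-standardised score or position-corrected B-score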
Target sequence (O95180 whole entry, looked up): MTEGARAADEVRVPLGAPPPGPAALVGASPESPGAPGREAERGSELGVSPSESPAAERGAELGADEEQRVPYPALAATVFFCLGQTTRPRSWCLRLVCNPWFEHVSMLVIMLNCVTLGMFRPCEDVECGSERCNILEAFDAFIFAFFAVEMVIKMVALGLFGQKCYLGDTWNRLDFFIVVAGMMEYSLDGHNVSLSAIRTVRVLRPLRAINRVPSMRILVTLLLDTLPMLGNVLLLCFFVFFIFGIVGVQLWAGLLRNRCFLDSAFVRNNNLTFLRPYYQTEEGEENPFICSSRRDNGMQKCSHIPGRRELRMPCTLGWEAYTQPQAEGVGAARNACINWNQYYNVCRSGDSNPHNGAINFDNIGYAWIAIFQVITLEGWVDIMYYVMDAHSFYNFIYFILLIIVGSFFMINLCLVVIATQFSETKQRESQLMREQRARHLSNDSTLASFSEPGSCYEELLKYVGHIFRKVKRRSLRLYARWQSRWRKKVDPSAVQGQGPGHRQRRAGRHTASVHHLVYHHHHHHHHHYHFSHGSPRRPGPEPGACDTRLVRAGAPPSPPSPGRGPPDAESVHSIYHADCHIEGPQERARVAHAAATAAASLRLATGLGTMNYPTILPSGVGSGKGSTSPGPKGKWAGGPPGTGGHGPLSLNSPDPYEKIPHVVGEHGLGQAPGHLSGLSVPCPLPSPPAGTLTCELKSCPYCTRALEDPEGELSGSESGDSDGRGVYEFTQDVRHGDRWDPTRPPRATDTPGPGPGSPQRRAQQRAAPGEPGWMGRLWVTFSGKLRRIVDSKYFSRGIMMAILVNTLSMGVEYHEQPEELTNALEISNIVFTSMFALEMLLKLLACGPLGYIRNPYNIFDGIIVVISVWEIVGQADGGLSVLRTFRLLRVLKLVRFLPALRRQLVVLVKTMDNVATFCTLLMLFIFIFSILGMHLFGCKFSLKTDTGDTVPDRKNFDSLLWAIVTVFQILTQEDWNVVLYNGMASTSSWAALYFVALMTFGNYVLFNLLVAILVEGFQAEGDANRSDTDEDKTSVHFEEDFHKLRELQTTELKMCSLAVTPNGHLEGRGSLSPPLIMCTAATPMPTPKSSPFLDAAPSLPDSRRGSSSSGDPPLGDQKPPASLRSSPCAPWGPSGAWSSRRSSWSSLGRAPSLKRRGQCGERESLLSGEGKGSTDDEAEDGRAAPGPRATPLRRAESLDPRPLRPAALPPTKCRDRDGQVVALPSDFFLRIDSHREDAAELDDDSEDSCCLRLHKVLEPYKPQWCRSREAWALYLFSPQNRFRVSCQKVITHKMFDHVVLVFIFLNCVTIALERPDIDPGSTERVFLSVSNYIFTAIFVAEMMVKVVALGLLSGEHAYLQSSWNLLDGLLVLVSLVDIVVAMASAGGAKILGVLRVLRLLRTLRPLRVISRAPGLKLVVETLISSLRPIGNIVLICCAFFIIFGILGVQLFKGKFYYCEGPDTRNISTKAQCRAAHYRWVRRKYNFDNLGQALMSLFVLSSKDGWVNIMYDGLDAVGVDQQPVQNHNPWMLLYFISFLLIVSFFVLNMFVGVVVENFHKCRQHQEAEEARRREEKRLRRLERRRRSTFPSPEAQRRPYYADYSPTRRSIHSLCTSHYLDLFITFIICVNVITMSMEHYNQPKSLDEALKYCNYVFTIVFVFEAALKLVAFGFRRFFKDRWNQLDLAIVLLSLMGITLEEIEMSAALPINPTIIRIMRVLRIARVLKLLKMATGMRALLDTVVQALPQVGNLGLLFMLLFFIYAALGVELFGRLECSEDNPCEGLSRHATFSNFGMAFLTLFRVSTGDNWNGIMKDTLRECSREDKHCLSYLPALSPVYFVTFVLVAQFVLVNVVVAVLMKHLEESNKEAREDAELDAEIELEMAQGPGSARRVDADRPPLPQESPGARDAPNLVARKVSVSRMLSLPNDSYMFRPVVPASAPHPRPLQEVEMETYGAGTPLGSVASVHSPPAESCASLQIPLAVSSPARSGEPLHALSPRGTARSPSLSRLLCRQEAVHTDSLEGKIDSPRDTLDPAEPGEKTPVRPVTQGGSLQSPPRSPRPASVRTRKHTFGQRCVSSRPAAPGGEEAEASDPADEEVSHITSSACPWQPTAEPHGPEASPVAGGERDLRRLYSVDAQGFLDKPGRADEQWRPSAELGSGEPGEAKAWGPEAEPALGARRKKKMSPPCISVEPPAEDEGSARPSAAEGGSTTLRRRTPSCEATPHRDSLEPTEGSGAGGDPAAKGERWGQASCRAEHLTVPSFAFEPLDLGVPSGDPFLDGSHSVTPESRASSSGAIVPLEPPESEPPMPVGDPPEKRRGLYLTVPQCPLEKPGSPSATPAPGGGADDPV
The depositor's hits bear a star.

molecule | Cav32 inh
Cc1ccc(C2(C)NC(=O)N(CCOc3ccccc3)C2=O)cc1 (configuration not stated) | -3.3*
CC(C)(C)c1ccc(CN(Cc2ccccc2)C(c2ccccn2)c2nnnn2C(C)(C)C)cc1 (configuration not stated) | -3
COc1ccc(-c2cc(C(F)(F)F)nc(N3CCCCCC3)n2)cc1 | 0.0059
CCN(CC)C(=O)c1cn(CC)c(=O)c2cc(OC)c(OC)cc12 | -0.13
Cc1ccc(N2CC(C(=O)OCc3ccccc3F)CC2=O)cc1 (configuration not stated) | -1.1
COc1ccc(NC(=S)NNC(=O)OC(C)(C)C)cc1OC | 0.079
Cc1ccc(/C=N/NC(=O)CCCOc2ccc(Cl)cc2Cl)cc1[N+](=O)[O-] | -0.56
c1ccc(-c2nnc(SCc3cn4ccsc4n3)o2)cc1 | 0.81
O=c1oc(-c2cccs2)nc2sc3c(c12)CCCC3 | 0.11
CC(C)CCNS(=O)(=O)c1ccc(-c2ccc(S(=O)(=O)NCCC(C)C)cc2)cc1 | 0.035
Cn1c(=O)c2c(nc(CN3CCc4ccccc4C3)n2Cc2cccc(Cl)c2)n(C)c1=O | -4.2*
Cc1ccc(-c2noc(CN3CCOCC3)n2)cc1 | 0.47
CC(=O)c1ccc(OCC(=O)NC2CCS(=O)(=O)C2)cc1 (configuration not stated) | 0.34
COc1ccccc1-n1cnc2cc(C(=O)NC3CCCC3)ccc21 | -0.05
CC(C)(C)C(=O)N(Cc1nc2ccccc2c(=O)[nH]1)Cc1cccs1 | 0.33
Cc1ccc(-c2noc(CCC(=O)N3CCCC3)n2)cc1 | -0.41
C=CCn1c(SCC(=O)NC(=O)NCc2ccco2)nc2sc(C)c(C)c2c1=O | 0.11
CCCCCOC(=O)NCCOC(=O)Nc1ccc(C(=O)OCC)cc1 | -1.8
CCOCc1nnc(NC(=O)c2ccco2)s1 | 0.92
CC1=C(C(=O)OC(C)C)C(C)NC(=O)N1 (configuration not stated) | 0.26
O=C(CCc1ccccc1)NNC(=O)c1ccco1 | 0.23
CCOC(=O)c1c(C)n(C)c2ccc(O)c(CN3CCCCC3)c12 | 0.52
CC(C)Oc1ccc(C(CC(=O)O)NC(=O)CSc2ncn[nH]2)cc1 (configuration not stated) | -0.063
CC(C)(C)c1ccc(-c2nnc(SCC(=O)O)n2N)cc1 | 1.7
O=C(CCn1c(=O)sc2ccccc21)NCCCn1ccnc1 | 0.36
Clc1ccc(CSC2=NCCCN2)cc1Cl | -0.32
CC(C)(C)c1ccc(C(=O)N2CCC(C(=O)NCCC3=CCCCC3)CC2)cc1 | -5*
Cc1cc(=O)oc2cc(OCC3CC(c4ccccc4)=NO3)ccc12 (configuration not stated) | -0.61
COC(=O)C1C2C=CC(C3CC23)C1C(=O)OCC(=O)c1ccc(OC)cc1 (configuration not stated) | -0.96
C=C(C)CSc1nnc2n(N)c(=O)c3ccccc3n12 | 1.2

Next part.
molecule | Cav32 inh
COc1cccc2[nH]c3c(N4CCC(C)CC4)ncnc3c12 | -0.7
CCN(C(=O)COc1cc(=O)n(C)c2ccccc12)c1cccc(Cl)c1 | -0.0089
Cc1cc(NC(=O)CSc2nc3ccsc3c(=O)n2CCCCC(=O)O)no1 | -0.16
COc1ccccc1-c1noc(CCC(=O)Nc2cc(C(F)(F)F)ccc2Cl)n1 | -1.6
O=C(Cc1cccc2ccccc12)NCC1CCCO1 (configuration not stated) | 0.7
O=C(NC1CCCCC1)C1CCN(S(=O)(=O)c2cccs2)CC1 | 0.5
COc1ccc(Br)cc1[C@H]1[C@H]2C=CC[C@@H](C)[C@@H]2C(=O)N1Cc1ccccc1 | 0.31
Cn1c(C(=O)NCCN2CCOCC2)cc2c(=O)n(C)c3ccccc3c21 | 0.25
Cc1cccc(N2CCN(S(=O)(=O)c3ccc4c(c3)CCC(=O)N4)CC2C)c1 (configuration not stated) | -0.93
COc1ccc2cc(C(=O)Nc3ccc(F)cc3)sc(=O)c2c1OC | 0.92
CCc1cc(=O)oc2cc(OS(C)(=O)=O)ccc12 | 1
CC1(C)CN2C(=S)N(c3ccccc3)C(c3ccccc3)N2C1 (configuration not stated) | -4.4
CCn1c(=O)cc(C(=O)OC)sc1=Nc1ccc(F)c(F)c1 | -0.19
Cn1c(C(=O)NCCN2CCc3ccccc3C2)cc2c(=O)[nH]c3ccccc3c21 | 0.8
CN(Cc1c(F)cccc1Cl)c1nnnn1-c1ccccc1 | -2.2
O=C1CC(Sc2ncccn2)C(=O)N1c1ccccc1 (configuration not stated) | 0.83
COc1cc(C(=O)NCCN2CCCC2)cc(OC)c1OC | 0.19
COc1ccccc1NC(=S)NNC(=O)c1ccccc1 | -0.13
CCCCOC(=O)C1[C@H]2C(=O)N(c3ccccc3CC)C[C@]23C=C[C@H]1O3 (some centres not stated) | 0.56
Nc1ccc(-c2nc3ccc(N)cc3o2)cc1 | 1.2
O=C(NC(NCCCN1CCOCC1)(C(F)(F)F)C(F)(F)F)C1CCCCC1 | 0.058
O=C(CN(Cc1ccccc1)S(=O)(=O)c1ccc(F)cc1)NCCC1=CCCCC1 | -3.5
CN(Cc1ccccc1)C(=O)COc1cc(=O)n(C)c2ccccc12 | 0.68
O=C(O)c1cc(NCc2ccccc2)ccc1N1CCOCC1 | 0.22
Cc1ccc(/C=N/NC(=O)c2c[nH]c3ccccc23)s1 | -1.8
COC(=O)c1ccc(N2C(=O)CC(N3CCOCC3)C2=O)cc1 (configuration not stated) | 0.0013
Cc1ccccc1NC(=O)Cn1cccc1 | 0.46
Cc1cc(C)n2ncc(C(=O)NCc3cccnc3)c2n1 | 0.64
O=C(c1ccccc1)c1ccc(N2CCOCC2)c(NC(=O)c2ccco2)c1 | -2.5
COc1cccc(CNc2ccc(S(N)(=O)=O)cc2)c1OC | 0.87

Further results
molecule | Cav32 inh
CCNc1nc(SC(C)C(=O)Nc2ccccc2)nc(N2CCOCC2)n1 (configuration not stated) | -0.42
COc1ccc(NC(=O)c2cc(-c3ccc(C)o3)nc3ccccc23)cc1OC | -0.49
Cc1cc(N)ccc1N1CCCC1 | 0.79
CCCNC(=O)NC(=O)CSc1nnc(-c2ccncc2)n1CC | 0.52
O=C(Cc1csc(N2CCOCC2)n1)N/N=C/c1ccc(Cl)cc1Cl | -2.2
N#Cc1c(NC(=O)c2ccc(-c3ccccc3[N+](=O)[O-])o2)sc2c1CCCC2 | -0.38
O=C(Nc1ccc(S(=O)(=O)N2CCOCC2)cc1)C1COc2ccccc2O1 (configuration not stated) | -1
N#Cc1c(N)oc(-c2ccco2)c1-c1ccco1 | -0.23
COc1ccccc1OCc1ccc(C(=O)NCc2cccnc2)o1 | 0.76
CCc1ccc2nc3n[nH]c(N)c3cc2c1 | 0.21
COC(=O)C1=C(CCc2ccccc2)NC(=O)NC1c1ccc([N+](=O)[O-])cc1 (configuration not stated) | -1.4
COc1ccc(Nc2nnc(C)c3ccccc23)cc1C(N)=O | 0.71
CCn1c(SCC(=O)NC(C)C)nnc1-c1cccs1 | -1.7
CCOc1ccc(N2C(=O)C(Cl)=C(Nc3ccccc3O)C2=O)cc1 | -0.17
CC(C)CSc1nc(N2CCOCC2)c2c(c1C#N)CC(C)(C)SC2 | -1.8
CC1CCC(NC(=O)c2cc3c(=O)n(C)c4ccccc4c3n2C)CC1 (configuration not stated) | -0.089
Cc1nc2ncnn2c(C)c1CCC(=O)NCc1ccc2c(c1)OCO2 | 1.1
COc1ccccc1NC(=O)NCc1ccc2c(c1)OCO2 | 0.13
N#Cc1c(C#N)c(-c2ccccc2)n(-c2ccc(C(=O)O)cc2)c1N | 0.78
Cc1cc(=O)oc(C)c1C(=O)N1CCCc2ccccc21 | 0.5
COC(=O)Cc1cc(=O)n2[nH]c(C)cc2n1 | -0.38
Cc1occc1C(=O)N1CCN(Cc2ccccc2)CC1 | 0.18
O=S(=O)(c1ccc2c(c1)OCO2)N1CCN(c2nnnn2-c2ccccc2)CC1 | 0.54
O=C(c1ccco1)c1n[nH]nc1-c1ccccc1 | 1.1
C=CCNS(=O)(=O)c1cccc2cc(C(=O)O)c(O)cc12 | -0.59
CC(C)=CCSc1nnc([C@@H](NC(=O)OC(C)(C)C)C(C)C)o1 | -2.9*
Cc1ccc(C)c(NC(=O)C2CC=CCC2C(=O)O)c1 (configuration not stated) | 0.78
COc1cccc(CNC(=O)C2CCN(S(=O)(=O)N3CC(C)CC(C)C3)CC2)c1 (configuration not stated) | 0.22
C=CCn1c(Cc2cccs2)nnc1SCC(=O)c1ccc2ccccc2c1 | 0.19
CCN(CC)c1c(-c2ccccc2)c2cc(C)ccc2[nH]c1=O | 0.97

The list continues.
molecule | Cav32 inh
COc1cc(S(=O)(=O)Nc2ccccn2)ccc1F | 0.31
O=C(Nc1ccccc1)c1ccc(S(=O)(=O)N2CCCC2)cc1 | 0.88
O=C(c1ccccc1-c1nc(-c2ccccc2)no1)N1CCCC1 | 0.19
O=C(COc1ccc(Cl)cc1Br)N1CCN(c2ccccc2)CC1 | -0.4
O=C(c1ccc(Cl)cc1)c1oc2ccccc2c1CS(=O)c1ccc(Cl)cc1 (configuration not stated) | -0.089
O=c1ccc(NS(=O)(=O)c2ccc(Cl)cc2)cn1Cc1ccc(Cl)c(Cl)c1 | -4.4*
Cc1cc(NC(=O)CCC(=O)N(CC(=O)NC2CCCC2)Cc2ccc(F)cc2)no1 | 0.16
COc1ccc(C(=O)NCC(=O)NCC2(N(C)C)CCCCC2)cc1OC | -0.25
C=CCn1c(-c2ccccc2)nc2nc3ccccc3nc21 | 0.18
Cc1ccccc1C(=O)N/N=C/c1ccncc1 | 0.14
COc1ccc(NC(=O)c2ccc(COc3ccccc3OC)o2)cc1OC | 0.51
Cc1ccccc1S(=O)(=O)NC1OC(=O)C(Cl)=C1Cl (configuration not stated) | 1.2
O=C(CSc1nc(-c2ccc(F)cc2)cs1)NC(=O)NCc1ccco1 | -1.4
CC(=O)Nc1c(NCC(C)C)c2ccccc2oc1=O | -1.1
CC(C)CSc1nnc(N)s1 | -0.31
Cc1c(CN(C)C)c2c(n1Cc1ccccc1)C(=O)c1ccc(Br)cc1-2 | 0.7
COCCN1C(=O)N[C@@H](c2cccc(C(F)(F)F)c2)C(C(=O)OC)=C1C | 0.26
COc1ccccc1NC(=O)C1=C(C)Nc2nnnn2C1c1cc(Br)ccc1OC (configuration not stated) | -0.053
Cc1csc(NC(=O)CCn2c(=O)oc3ccccc32)n1 | -0.65
COC(=O)c1cc(COC(=O)c2cccnc2SC)oc1C | -2.1
CCC(NC(=O)Nn1cnnc1)(C(F)(F)F)C(F)(F)F | 0.16
COc1ccc(CCNC(=O)C2CCN(S(=O)(=O)c3c(C)noc3C)CC2)cc1OC | 0.12
Nc1ncnc2nc(SCCc3ccccc3)[nH]c12 | 1.2
Cc1cccnc1Nc1nc(-c2ccccn2)cs1 | -1.2
COc1cccc(NC(=O)c2oc3ccccc3c2NC(C)=O)c1 | -0.17
COC(=O)CSc1ccc2nnc(-c3ccc(OC)c(OC)c3)n2n1 | 1
COC(C[C@@H](O)[C@H](C)[C@@H](O)COCc1ccccc1)OC | 0.31
O=C(NCc1ccccc1C(F)(F)F)C1CC(c2ccccc2[N+](=O)[O-])=NO1 (configuration not stated) | 0.17
Cc1nn(CC(=O)Nc2nc3ccccc3s2)c(C)c1[N+](=O)[O-] | -1.6
COc1ccc(/C=N/NC(=O)c2ccc(Cn3cc([N+](=O)[O-])cn3)o2)cc1O | -0.047

(more compounds)
molecule | Cav32 inh
CCn1c(=O)n(CC(=O)N(C)Cc2ccccc2)c(=O)c2ccccc21 | 0.94
COc1c(C)cc(S(=O)(=O)NC2CC(C)(C)NC(C)(C)C2)c(C)c1C | -0.22
O=C1C2C3C=CC(C3=C(c3ccccc3)c3ccccc3)C2C(=O)N1Cc1ccccc1 (configuration not stated) | -0.85
CN(C)C(=O)Oc1ccc[n+](C)c1 | 0.21
N#CC1=C(N)OC2=C(C(=O)CCC2)C1Cc1ccccc1 (configuration not stated) | 0.18
COC(=O)CN(c1ccc(OC)cc1)S(=O)(=O)c1ccc(OC)c(OC)c1 | -0.092
Cc1ccc(-c2n[nH]c(=S)n2Cc2ccccc2)cc1 | -1.3
COc1ccc(CNc2nn[nH]n2)cc1OC | -1.4
Cc1[nH]n(C(N)=S)c(=O)c1N=Nc1ccc(S(=O)(=O)N2CCCCCC2)cc1 | -1.8
COc1cc(OC)c(NC(=O)CCc2nc(-c3ccc(C)cc3)no2)cc1Cl | 1.5
CCOP(=O)(OCC)c1nc(/C=C/c2ccccc2)oc1NCc1ccc(OC)cc1 | -5.6*
COc1ccc(Cl)cc1NC(=O)c1ccccc1C | -2.2
COc1cccc(-c2csc3nc[nH]c(=O)c23)c1 | 0.92
C=C(Br)Cn1c(CCC)nc2ccccc21 | -0.35
CCOC(=O)C1CCCN(C(=S)Nc2cc(C)cc(C)c2)C1 (configuration not stated) | 0.43
O=C(CS(=O)(=O)Cc1ccccc1)N1CCN(Cc2ccc3c(c2)OCO3)CC1 | 0.98
CSc1oc(-c2ccccc2)nc1S(=O)(=O)c1ccc(F)cc1 | -1.8
CCCOC(=O)c1c(NC(=O)/C=C/c2cnn(C)c2C)sc(C(=O)OC)c1C | -1.6
O=c1[nH]c(SCc2ccccc2Cl)nc2c1CCC2 | -0.9
Cc1cc(C)n(-c2nc(NCCCO)c3c4c(sc3n2)CCCC4)n1 | -0.16
CC(=O)Nc1cccc(C(=O)Nc2ccccc2N2CCOCC2)c1 | 0.67
Cc1oc(-c2ccccc2Cl)nc1CSCC(=O)NC1CC1 | 0.31

High-throughput results from PubChem BioAssay.

A portion of the library; count on the stated rates, not on these rows.
